Ba/F3 V617F tox = lowers viability of Ba/F3 cells expressing EpoR and JAK2V617F | hit rate 1.1% among 220,000 | inhibition, % at 5.6 µM | ATP luminescence;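 active = inhibition above the campaign mean plus 3 SD over all tested compounds, cut at about 24% in these data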;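 note: cytokine-independent growth of Ba/F3 cells driven by EpoR plus mutant JAK2; 0% = DMSO-treated cells and 100% = JAK inhibitor I control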
TbHK1 inh = T. brucei hexokinase 1 inhibition; inhibition, % at 10 µM; recombinant TbHK1, G6PDH-coupled NADH A340; hit rate 0.11% among 220,000;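 active = inhibition of 50% or more in the single-dose primary screen; inactive = inhibition below 50%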
Furin inhibitor = blocks human furin protease activity | P09958 | hit rate 0.061% among 220,000 | inhibition, % at 30 µM | AID 463115 | purified furin, fluorogenic substrate cleavage; in the data active = inhibition above about 25%; note: inactives centre near -15
Target sequence (P09958 108-714 limits assumed): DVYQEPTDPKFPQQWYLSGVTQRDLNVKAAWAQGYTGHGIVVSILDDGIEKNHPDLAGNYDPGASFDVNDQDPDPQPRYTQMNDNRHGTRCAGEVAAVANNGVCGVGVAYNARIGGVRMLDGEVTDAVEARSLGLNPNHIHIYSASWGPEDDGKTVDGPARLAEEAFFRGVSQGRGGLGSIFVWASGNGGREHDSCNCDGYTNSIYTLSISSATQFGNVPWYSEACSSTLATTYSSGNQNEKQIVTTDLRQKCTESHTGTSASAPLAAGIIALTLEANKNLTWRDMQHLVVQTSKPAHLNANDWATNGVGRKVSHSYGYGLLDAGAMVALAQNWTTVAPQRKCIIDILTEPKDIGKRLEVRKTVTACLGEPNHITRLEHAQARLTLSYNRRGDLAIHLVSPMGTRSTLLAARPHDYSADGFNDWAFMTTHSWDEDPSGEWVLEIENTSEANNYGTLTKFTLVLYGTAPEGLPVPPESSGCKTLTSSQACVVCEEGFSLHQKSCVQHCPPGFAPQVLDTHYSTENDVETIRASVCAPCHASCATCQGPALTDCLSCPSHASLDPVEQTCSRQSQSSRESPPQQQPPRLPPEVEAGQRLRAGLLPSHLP
RBBP9 inh = blocks human serine hydrolase RBBP9; O75884; recombinant RBBP9, FP-Rh probe fluorescence polarization; inhibition, % at 7.94 µM; hit rate 0.2% among 220,000; AID 1515;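 active = inhibition above the campaign mean of all tested compounds plus 3 SD, cut at about 14% in these data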;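 note: plate controls were DMSO wells with RBBP9 for no effect and wells lacking RBBP9 protein for full effect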
Target sequence (O75884 whole entry, looked up): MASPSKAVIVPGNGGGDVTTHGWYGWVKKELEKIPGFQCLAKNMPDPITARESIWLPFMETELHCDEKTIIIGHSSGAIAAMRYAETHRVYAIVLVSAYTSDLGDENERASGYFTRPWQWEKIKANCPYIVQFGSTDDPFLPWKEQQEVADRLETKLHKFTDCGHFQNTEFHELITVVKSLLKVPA
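Measured by – fluorescence polarization · Test system – RBBP9 protein · Input – 2.5 µM RBBP9 dispensing solution, before mixing · Measure – percent inhibition from mP, scaled between DMSO and no-protein wells · Benchmarks – DMSO-treated enzyme wells and wells lacking RBBP9 · Times – preincubation 30 min plus labeling 45 min at 25 °C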
p47phox inh = blocks human p47phox regulatory protein of NADPH oxidases. inhibition, % at 24.7 µM. hit rate 0.53% among 220,000. p47phox/p22phox peptide binding, fluorescence polarization, 2 h. P14598. AID 1274;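 active = inhibition above about 30%, limit read from the data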;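 note: 0% = p47phox with labelled peptide and 100% = labelled peptide alone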
PPC-1+TRAIL kill = compounds killing PPC-1 cancer cells with TRAIL present (potentiator screen, no TRAIL-free arm); PPC-1 cells + TRAIL, ATPLite viability luminescence; cell killing (% activity), % at 4 µM; hit rate 0.41% among 220,000;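 active = cell killing above 50% in the first pass at 4 µM, then a duplicate retest at 5 µM averaging 50% or more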;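 note: plate controls were cells with TRAIL plus DMSO for no effect and medium-only wells lacking cells for full effect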
EP2 antag = EP2 receptor (human) inhibition; C6 glioma cells expressing human EP2, cAMP TR-FRET; cells stimulated with saturating PGE2; inhibition, % at 25 µM; hit rate 0.52% among 260,000;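 active = percent inhibition above 40 after rounding to a whole number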;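 note: rat C6 glioma host cells with rolipram phosphodiesterase inhibitor present; the protocol text gives 20 µM as final concentration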
BaF3 tox = parental Ba/F3 viability inhibition as JAK2V617F counter-screen. CellTiter-Glo ATP luminescence. inhibition, % at 5.6 µM. hit rate 1.1% among 220,000;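 active = inhibition above a per-campaign cutoff, the mean inhibition of all tested compounds plus 3 SD, cut at about 27% in these data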;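 note: 0% = DMSO wells and 100% = JAK Inhibitor I control wells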
p97 ATPase inh = inhibitors of human p97 ATPase. hit rate 0.42% among 220,000. inhibition, % at 8 µM. recombinant p97 ATPase, Kinase-Glo ATP luminescence, 3 h; in the data active = inhibition above about 15%;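 note: 0% = DMSO vehicle and 100% = wells lacking enzyme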
* hit, by the source's call; x = no result given; & = joins results of further samples; [ ] = dose if it differs, or a comment.

SMILES	Ba/F3 V617F tox	TbHK1 inh	Furin inhibitor	RBBP9 inh	p47phox inh	PPC-1+TRAIL kill	EP2 antag	BaF3 tox	p97 ATPase inh
COc1ccc(CN(C(=O)c2cnccn2)C(C(=O)NC(C)(C)C)c2cc(OC)c(OC)c(OC)c2)cc1 (stereo unspecified)	0	0	-8[20 µM]	-5	2	-5	0	-2	3
CCc1ccc(Nc2ncccc2C#N)cc1	0	-8	-13[20 µM]	-7	-3	-2	x	-1	-1
CCCS(=O)(=O)N1CCC(C(=O)NCCCN2CCCC2=O)CC1	-3	-8	-27	-5	-6	-2	7	-3	0
CCNc1nc(NC(C)C)nc(N(n2cnnc2)S(=O)(=O)c2ccc(C)cc2)n1	-2	23	-8	6	-3	-11	4	3	0
CCOCCNC(=O)c1ccc2c3c(cccc13)CC2	-6	1	-27[20 µM]	-3	-15	0	11	3	0
Clc1ccc(OCc2nn3c(C4CCCCC4)nnc3s2)cc1	-1	-1	-19	0	-2	7	10	4	0
COc1ccc(/C=N/Nc2nnc(Cc3ccccc3)c(=O)[nH]2)cc1OC	7	-10	-23	-6	0	59*[5 µM]	6	-1	-19
O=C(NNc1ncnc2c1cnn2-c1ccccc1)c1cccs1	0	-9	-24	-14	-1	9	6	0	-2
O=C(NC(=S)Nc1ccc2ncccc2c1)c1ccccc1	0	1	-30	-5	-9	42	3	5	2
NC(=O)c1ccc(Oc2ncc(C(F)(F)F)cc2Cl)cc1	0	0	-16	-5	-2	-12	5	-4	-1
Brc1c(CSc2nc3ccccc3s2)nc2ncccn12	2	-9	-13	-8	-2	23	11	0	-2
C=CCOC(=O)C1=C(C)Nc2ncnn2C1c1cc(Br)ccc1F (stereo unspecified)	4	-2	-12	-2	-2	19	2	5	-4
CCCNC(=O)COC(=O)CCC(=O)c1ccc(F)cc1	-2	-3	-6[20 µM]	-7	-5	2	13	4	1
O=C(CSc1nccn1-c1ccccc1)Nc1ccc2c(c1)OCO2	-4	9	-10[20 µM]	-8	4	4	8	-1	-1
CCC(C)C(NC(=O)c1ccc(Cl)cc1Cl)C(=O)O (stereo unspecified)	-4	1	-20	-4	1	16	16	5	3
CCOC(=O)Cc1[nH]nc2c1C(c1ccoc1)C(C#N)=C(N)O2 (stereo unspecified)	0	-3	-17[20 µM]	-2	-11	9	5	4	-4
CSc1cc(-c2ccccc2)n(Cc2c(Cl)cccc2Cl)c(=O)c1C#N	-2	-34	11[20 µM]	-1	-3	8	10	5	-2
CCN(CC)C(=O)C(=O)c1cn(CC(=O)NCC2CCCO2)c2ccccc12 (stereo unspecified)	0	-24	-17	6	-2	8	4	8	2
Cc1cc(C)n(S(=O)(=O)c2ccc(C(C)(C)C)cc2)n1	-4	0	-14[20 µM]	2	5	7	7	1	-1
CCOC(=O)c1cc(-c2ccc(C)cc2)n(CC(=O)NCc2ccco2)c1C	0	4	-32	-4	-9	-10	10	5	0
COc1ccccc1OCCNC(=O)Cc1ccc(Cl)c(Cl)c1	-3	-2	-17	-7	-16	-7	4	6	0
Cc1ccc(NC(Cc2cc(C)no2)c2ccccc2)cc1 (stereo unspecified)	-4	7	-23	6	-1	-1	15	3	3
O=C(NCCN1C(=O)S/C(=C\c2ccc(F)cc2)C1=O)C1CCN(S(=O)(=O)c2cccs2)CC1	-2	25	-19	-1	-16	30	8	5	1
Cc1ccc(S(=O)(=O)CC(=O)Nc2ccc(F)c(F)c2F)cc1	-7	1	-3	-2	-2	5	5	-1	5
Cc1cccc(-n2[nH]c(C)c(C=Nc3ccc4[nH]c(=O)[nH]c4c3)c2=O)c1	-3	-16	-15	-1	-16	16	2	7	4
C=C(C)Cn1c(COc2ccccc2)nnc1SCC(=O)O	1	-3	-11	-10	6	3	11	3	-1
CCOC(=O)c1sc2nccc(OC)c2c1N=CN(C)C	-2	-13	-14	-3	-19	-3	3	5	5
Cc1cccc(N2CCN(C(=O)Cn3cnc4c3c(=O)n(C)c(=O)n4C)CC2)c1C	0	4	-17[20 µM]	-1	15	21	3	2	0
CCOc1ccc(NC(=O)CSc2nc3cccnc3n2CC)cc1	0	-3	2[20 µM]	-5	-2	25	16&6	7	3
COC(=O)c1cc(C(=O)OC)cc(-n2c(C)cc(C(=O)CC#N)c2C)c1	2	-3	-17	-11	-16	5	2	2	-2

Shown as a markdown table: 15 of the compounds above.
| SMILES | Ba/F3 V617F tox | TbHK1 inh | Furin inhibitor | RBBP9 inh | p47phox inh | PPC-1+TRAIL kill | EP2 antag | BaF3 tox | p97 ATPase inh |
| --- | --- | --- | --- | --- | --- | --- | --- | --- | --- |
| COc1ccc(CN(C(=O)c2cnccn2)C(C(=O)NC(C)(C)C)c2cc(OC)c(OC)c(OC)c2)cc1 (stereo unspecified) | 0 | 0 | -8[20 µM] | -5 | 2 | -5 | 0 | -2 | 3 |
| CCc1ccc(Nc2ncccc2C#N)cc1 | 0 | -8 | -13[20 µM] | -7 | -3 | -2 | x | -1 | -1 |
| CCCS(=O)(=O)N1CCC(C(=O)NCCCN2CCCC2=O)CC1 | -3 | -8 | -27 | -5 | -6 | -2 | 7 | -3 | 0 |
| CCNc1nc(NC(C)C)nc(N(n2cnnc2)S(=O)(=O)c2ccc(C)cc2)n1 | -2 | 23 | -8 | 6 | -3 | -11 | 4 | 3 | 0 |
| CCOCCNC(=O)c1ccc2c3c(cccc13)CC2 | -6 | 1 | -27[20 µM] | -3 | -15 | 0 | 11 | 3 | 0 |
| Clc1ccc(OCc2nn3c(C4CCCCC4)nnc3s2)cc1 | -1 | -1 | -19 | 0 | -2 | 7 | 10 | 4 | 0 |
| COc1ccc(/C=N/Nc2nnc(Cc3ccccc3)c(=O)[nH]2)cc1OC | 7 | -10 | -23 | -6 | 0 | 59*[5 µM] | 6 | -1 | -19 |
| O=C(NNc1ncnc2c1cnn2-c1ccccc1)c1cccs1 | 0 | -9 | -24 | -14 | -1 | 9 | 6 | 0 | -2 |
| O=C(NC(=S)Nc1ccc2ncccc2c1)c1ccccc1 | 0 | 1 | -30 | -5 | -9 | 42 | 3 | 5 | 2 |
| NC(=O)c1ccc(Oc2ncc(C(F)(F)F)cc2Cl)cc1 | 0 | 0 | -16 | -5 | -2 | -12 | 5 | -4 | -1 |
| Brc1c(CSc2nc3ccccc3s2)nc2ncccn12 | 2 | -9 | -13 | -8 | -2 | 23 | 11 | 0 | -2 |
| C=CCOC(=O)C1=C(C)Nc2ncnn2C1c1cc(Br)ccc1F (stereo unspecified) | 4 | -2 | -12 | -2 | -2 | 19 | 2 | 5 | -4 |
| CCCNC(=O)COC(=O)CCC(=O)c1ccc(F)cc1 | -2 | -3 | -6[20 µM] | -7 | -5 | 2 | 13 | 4 | 1 |
| O=C(CSc1nccn1-c1ccccc1)Nc1ccc2c(c1)OCO2 | -4 | 9 | -10[20 µM] | -8 | 4 | 4 | 8 | -1 | -1 |
| CCC(C)C(NC(=O)c1ccc(Cl)cc1Cl)C(=O)O (stereo unspecified) | -4 | 1 | -20 | -4 | 1 | 16 | 16 | 5 | 3 |

A portion taken from the entries so far:
SMILES	Ba/F3 V617F tox	TbHK1 inh	Furin inhibitor	RBBP9 inh	p47phox inh	PPC-1+TRAIL kill	EP2 antag	BaF3 tox	p97 ATPase inh
CCOc1ccc(NC(=O)CSc2nc3cccnc3n2CC)cc1	0	-3	2[20 µM]	-5	-2	25	16&6	7	3
COC(=O)c1cc(C(=O)OC)cc(-n2c(C)cc(C(=O)CC#N)c2C)c1	2	-3	-17	-11	-16	5	2	2	-2

Later entries:
SMILES	Ba/F3 V617F tox	TbHK1 inh	Furin inhibitor	RBBP9 inh	p47phox inh	PPC-1+TRAIL kill	EP2 antag	BaF3 tox	p97 ATPase inh
CS(=O)(=O)Nc1ccc(C(=O)NCCSCc2ccccc2)cc1	-4	-5	-16	-2	-5	2	6	3	2
O=C(NC1CCCC1)C(c1ccncc1)N(CCCN1CCOCC1)C(=O)c1ccc(-c2ccccc2)[nH]1 (stereo unspecified)	-5	-5	-23	-2	-18	6	6	4	4
O=C(NC1CCCc2ccccc21)C1CCN(c2nnc(-n3cccc3)s2)CC1 (stereo unspecified)	6	2	-5	-14	2	0	7	1	-5
CCOc1ccccc1NC(=O)N1CCC(c2nc3ccccc3[nH]2)CC1	1	2	-19	2	-4	19	11	8	2
Cc1ccc(Cn2nc(C)c(NC(=O)c3cc(C)no3)c2C)cc1	-3	4	-8	-7	-5	8	7	11	2
CCNC(=S)Nc1ccc(Cl)c(C(F)(F)F)c1	2	37	-3	-10	-5	14	9	6	-4
Cc1ccc(SCC(=O)c2sc(-c3ccccc3)nc2C)cc1	-4	-10	-21[20 µM]	0	8	8	9	0	-1
COc1cc(C(=O)OCn2nnc3ccccc3c2=O)cc(OC)c1OC	-3	0	-15[20 µM]	-4	-5	8	27	1	-2
Cc1cc(=O)n2c(n1)SCOC2	3	0	-7	-8	-3	3	12	1	-4
O=C(Cc1ccc(Cl)c(Cl)c1)Nc1ccc2[nH]c(=O)[nH]c2c1	-2	4	-32	0	-38	16	6	-1	3
O=c1[nH]cc(C(F)(F)F)cc1NS(=O)(=O)c1ccccc1[N+](=O)[O-]	3	-2	-18	-4	2	3	5	6	-4
CN(C(=O)/C=C/c1cnc2ccccc2c1)C1CCCCC1	0	-6	-18	-1	-1	26	1	7	1
Cc1sc2ncnc(NCc3cccnc3)c2c1C	4	7	-4	-12	-4	8	6	6	-6
O=c1c(Oc2ccccc2Br)c(C(F)(F)F)oc2c(CN3CCCC3)c(O)ccc12	-2	-15	-30	4	-11	-2	3	4	1
Cc1nn(C(=O)c2ccco2)c(C)c1Sc1ccccc1	-2	-5	-23	-8	-5	15	6	0	-2
CCOC(=O)C1=C(c2ccccc2)NC(SCC(=O)Nc2cccc(C)c2)=C(C#N)C1c1ccco1 (stereo unspecified)	6	4	-1	-34	2	10	12	4	-5
CC(=O)c1ccc(NC(=S)N(Cc2ccccc2)C(C)C2CC2)cc1 (stereo unspecified)	7	8	-15	-3	-3	-8	5	3	-8
O=C(Nc1ccc(-c2csc(Nc3ccccc3)n2)cc1)c1cc([N+](=O)[O-])cc(C(F)(F)F)c1	x	-2	-25	x	35*	16	12	x	x
Nc1[nH]nc2c1NN(c1ccc(Cl)cc1Cl)N2	-3	-13	-10	3	-12	8	4	1	7
CN(C(=O)COC(=O)c1ccc2[nH]c3c(c2c1)CCCC3)C1CCS(=O)(=O)C1 (stereo unspecified)	3	1	-17	-9	0	17	5	2	-7
CN(CC(=O)Nc1cccc([N+](=O)[O-])c1)S(=O)(=O)c1ccccc1	0	2	-17	-5	-11	28	8	2	3
COc1cc(=O)[nH]c(SCc2c(F)c(F)c(F)c(F)c2F)n1	-1	-5	-21[20 µM]	-6	-11	27	8	2	1
Cc1cc(Cl)ccc1NC(=S)NCc1ccccc1	4	3	-9[20 µM]	6	-10	4	13	9	-1

Assay outcomes (PubChem BioAssay)

A portion of the library, so the mix of outcomes need not match the whole.
